Bioassay records deposited in PubChem by National Center for Advancing Translational Sciences (NCATS).
D1 agonist: Allosteric Agonists of the Human D1 Dopamine Receptor: qHTS; activation, % at 2 µM; HEK293 T-REx D1 cells, calcium flux, agonist mode; hit rate 1% among 360,000; also: 0% is about no effect
Target sequence (P21728 whole entry, looked up): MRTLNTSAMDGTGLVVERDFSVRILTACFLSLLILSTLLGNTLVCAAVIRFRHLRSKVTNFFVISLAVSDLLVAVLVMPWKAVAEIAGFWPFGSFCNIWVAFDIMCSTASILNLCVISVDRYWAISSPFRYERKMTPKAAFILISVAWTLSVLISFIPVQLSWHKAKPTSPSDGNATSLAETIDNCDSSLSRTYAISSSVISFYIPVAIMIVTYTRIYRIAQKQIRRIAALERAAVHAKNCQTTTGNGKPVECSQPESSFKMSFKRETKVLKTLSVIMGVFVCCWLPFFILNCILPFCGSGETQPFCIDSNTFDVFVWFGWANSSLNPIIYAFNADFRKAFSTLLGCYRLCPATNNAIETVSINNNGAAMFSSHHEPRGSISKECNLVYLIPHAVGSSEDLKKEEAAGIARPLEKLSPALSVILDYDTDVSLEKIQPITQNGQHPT
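Agonism was scored from calcium flux recorded over 180 s (1 read/s) after pintool compound addition, following a 10-cycle baseline. Cells were inducible force-coupled HEK293 TREx D1, plated overnight at 30 C and loaded with no-wash calcium dye.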
D1 potentiator: Potentiators of Human D1 Dopamine Receptor: qHTS; D(1A) dopamine receptor (Homo sapiens), P21728; HEK293 TREx D1 cells, calcium flux, dopamine EC20 potentiation; potentiation, % at 10 µM; hit rate 0.036% among 360,000; in the data active = potentiation above about 30%; also: 0% is about no effect
RXFP1 antagonist: qHTS Assay for Antagonists of the Relaxin Receptor RXFP1. Relaxin receptor 1 (Homo sapiens), Q9HBX9. HEK293-RXFP1, relaxin-stimulated cAMP HTRF, 30 min; hits give low values. activity change, negative = inhibition, % at 57.5 µM. hit rate 0.59% among 350,000. AID 1259400, 2018;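 active = activity change of -60% or lower, but not beyond a set lower limit; inconclusive = change between -60% and -40%, or beyond the set limit; inactive = change above -40%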; also: % is scaled to controls: 0 for no effect and ±100 for the full control effect
D1 antagonist: Antagonist of Human D 1 Dopamine Receptor: qHTS; HEK293 TREx D1 cells, calcium flux, dopamine EC80; hits give low values; activity change, negative = inhibition, % at 10 µM; hit rate 3.2% among 360,000; AID 504652, 2011; in the data active = activity change below about -30%; also: % is scaled to controls: 0 for no effect and ±100 for the full control effect
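Tetracycline-induced HEK293 Trex D1 cells, force-coupled to calcium, dye-loaded; compounds added and read 180 s, then EC80 dopamine added and calcium flux tracked kinetically another 180 s.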
D2 antag: HTS Assay for Allosteric Antagonists of the Human D2 Dopamine Receptor: Primary Screen for Antagonists; D(2) dopamine receptor (Homo sapiens), P14416; HEK293 TREx D2 cells, calcium flux, dopamine EC80; inhibition, % at 10 µM; hit rate 2% among 340,000; AID 485344, 2010; in the data active = inhibition above about 30%; also: 0% is about no effect
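Overnight-induced (tetracycline, 30 C) HEK293 T-REx cells carrying force-coupled D2 receive a no-wash calcium dye, then compound, then EC80 dopamine at 180 s; signals are read kinetically throughout.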
TRHR agonist: qHTS for Small Molecule Agonists and Allosteric Enhancers of Human TRH Receptor: Primary Screen for Agonists. Thyrotropin-releasing hormone receptor (Homo sapiens), P34981. TRHR cells, calcium flux fluo-8, FDSS agonist mode. activation, % at 2 µM. hit rate 0.18% among 360,000; also: 0% is about no effect
Target sequence (P34981 whole entry, looked up): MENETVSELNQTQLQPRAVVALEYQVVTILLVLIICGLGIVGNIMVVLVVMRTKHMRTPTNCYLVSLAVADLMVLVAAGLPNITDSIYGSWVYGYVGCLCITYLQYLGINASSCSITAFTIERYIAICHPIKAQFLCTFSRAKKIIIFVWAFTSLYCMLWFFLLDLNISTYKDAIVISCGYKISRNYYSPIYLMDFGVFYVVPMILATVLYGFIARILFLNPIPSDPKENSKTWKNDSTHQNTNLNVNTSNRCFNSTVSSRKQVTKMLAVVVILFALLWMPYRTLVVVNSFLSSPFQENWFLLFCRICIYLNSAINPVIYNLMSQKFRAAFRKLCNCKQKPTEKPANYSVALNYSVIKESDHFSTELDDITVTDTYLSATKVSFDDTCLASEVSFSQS
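In this calcium-flux screen, cells bearing human TRHR are dye-loaded with fluo-8, baselined for 10 cycles, then exposed to library compounds; positive kinetic calcium responses during the agonist phase mark hits, with TRH as control.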
D2 agonist: HTS Assay for Allosteric Agonists of the Human D2 Dopamine Receptor: Primary Screen for Agonists. HEK293 T-REx D2 cells, calcium flux agonist mode. activation, % at 2 µM. hit rate 0.53% among 340,000. D(2) dopamine receptor (Homo sapiens), P14416;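 active = activation over 3 SD above normal in the single-dose calcium agonist read, cut at about 30% in these data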; also: 0% is about no effect
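Tetracycline-induced HEK293 T-REx cells with force-coupled D2 receptor, plated overnight at 30 C, loaded with no-wash calcium dye. After a 10 s baseline, compound was pin-added and calcium flux read kinetically for 180 s; calcium rises flagged agonists.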
TRHR enhancer: qHTS for Small Molecule Agonists and Allosteric Enhancers of Human TRH Receptor: Primary Screen for Enhancers | Thyrotropin-releasing hormone receptor (Homo sapiens), P34981 | TRHR cells, fluo-8 calcium fluorescence, EC20 TRH enhancement | enhancement, % at 2 µM | hit rate 0.66% among 360,000 | AID 493056, 2011; in the data active = enhancement above about 30%; also: 0% is about no effect
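TRHR-expressing cells loaded with fluo-8 calcium dye were read kinetically (ex 480/em 530) during compound addition, then stimulated with an EC20 of TRH (10 nM final). Enhancement of the Gq-mediated intracellular calcium response was scored.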
D2 PAM: HTS Assay for Positive Allosteric Modulators of the Human D2 Dopamine Receptor: Primary Screen for Potentiators; AID 485347, 2010; HEK293 T-REx D2, calcium flux, EC20 dopamine potentiation; D(2) dopamine receptor (Homo sapiens), P14416; hit rate 0.34% among 340,000; potentiation, % at 10 µM;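 active = potentiation over 3 SD above the plate norm, cut at about 30% in these data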; also: 0% is about no effect
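Using a no-wash calcium dye in inducible, force-coupled HEK293 Trex cells expressing D2, we tracked fluorescence each second for 180 s after compound, then for 180 s after EC20 dopamine to detect augmented signalling.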
Numbers without * were called inactive; ? = inconclusive; . = not tested or not shown. Rule as the data show it, unless noted: active = activation above about 30%; inactive = the rest.

canonical_smiles	D1 agonist	D1 potentiator	RXFP1 antagonist	D1 antagonist	D2 antag	TRHR agonist	D2 agonist	TRHR enhancer	D2 PAM
COc1ccc(NC(=O)CSc2nnc(-c3ccccn3)n2Cc2ccco2)cc1OC	1	0	5	-10	-4	-0.5	-0.1	6	3
C=CCNCCOCCOc1ccc(Cl)cc1C(C)(C)C	17	-2	-15	6	5	2.0	0.8	1	-1
CC1=CC(C)(C)N=C(Nc2ccc(C)cc2)S1	4	-12	-11	-33*	.	0.5	.	-4	.
CCNC(=S)N/N=C(\C)c1cccc(OC)c1	6	1	-3	-9	-11	-3.3	0.4	7	-23
CN1CCN(C(=O)CSc2ccc(C(F)(F)F)cc2[N+](=O)[O-])CC1	4	-10	-2	-65*	-10	-0.4	0.3	-4	-7
CCn1c(=O)c(=O)[nH]c2cc(C(=O)NC(C)c3ccc(S(N)(=O)=O)cc3)ccc21 (centres undefined)	4	6	-3	13	0	-1.0	-2.0	-1	13
COc1ccc(CCNC(=O)c2c(O)c3ccccc3[nH]c2=O)cc1OC	2	2	0	5	3	0.3	1.2	-1	-5
CCOC(=O)c1cnc2oc3ccccc3n2c1=O	15	-5	-4	-3	9	-1.5	0.7	9	6
O=S(=O)(c1ccc(F)c(F)c1)N1CCN(c2ccccn2)CC1	-1	-2	12	-13	4	0.6	-0.2	2	0
Cc1cc(C)c(S(=O)(=O)N2CCCCC2CCNC(=O)C(=O)NCC2CCCO2)c(C)c1 (centres undefined)	3	-9	-5	-4	-13	0.3	0.9	-6	-3
Cc1cccc(C(=O)N[C@H](C(=O)Nc2ccc(C)c(S(=O)(=O)N(C)C)c2)C(C)C)c1	3	11	-2	-2	2	-1.4	1.8	-1	-6
CC(C)(C)n1ncc2c(=O)n(CC(=O)NCc3ccccc3Cl)cnc21	2	5	-16	-4	4	-0.3	0.2	8	2
CCOc1ccccc1CNCCNCC(C)O (centres undefined)	0	6	.	13	-6	0.0	-0.3	-3	2
CCCCOc1ccc(C(=O)NCCc2sc(-c3cccc(F)c3)nc2C)cc1	18	-4	-18	6	.	1.1	0.6	-9	-6
CCOc1ccc(-c2cc(C(=O)NN3CCN(C)CC3)c3cc(Cl)ccc3n2)cc1	-1	-3	.	2	-3	1.0	1.6	0	-2
N#Cc1ccccc1NC(=O)CN1CCOCC1	5	-7	5	0	7	-0.4	0.7	-3	2
CCCc1cc(C(=O)OC)c(NC(=O)OCC)s1	0	-1	13	-21	-9	0.6	-0.5	-4	-7
CCCOC(=O)c1ccc(Nc2nc(C)cc(=O)[nH]2)cc1	3	-8	7	-20	-4	-0.3	-0.2	12	2
Cc1ccc(NC(=S)NCCN(C2CCCCC2)C2CCCC2)cc1	13	6	5	14	4	0.3	0.1	4	-5
CCOc1cccc(N(C(=O)c2ccco2)C(C(=O)NC2CCCC2)c2cccnc2)c1 (centres undefined)	7	-14	2	16	3	-1.7	-2.7	-2	4
CCCc1cc(=O)[nH]c(SCCN2C(=O)c3ccccc3C2=O)n1	2	-4	-2	-1	9	0.1	1.5	-9	3
COc1cc(NC(=O)c2nc3ccccc3nc2N2CCCCC2)cc(OC)c1OC	5	6	.	6	.	-0.6	-1.7	8	-1
COC(=O)c1ccc(NC(=O)COc2ccccc2OC)cc1	7	0	6	4	-3	0.1	0.0	3	0
COc1ccc(NC(=O)C23CC4CC(C2)CC(c2ccccc2)(C4)C3)c(OC)c1	5	15	-1	5	1	-0.3	0.2	-7	8
CCC1CCCCN1CCCNC(=O)CS(=O)Cc1nc(-c2ccc(OC)c(OC)c2)oc1C (centres undefined)	2	5	7	7	36*	1.0	2.0	-7	2
O=C(CSc1n[nH]c(-c2ccccc2)n1)NC1CCCCC1	-1	4	0	31	0	0.3	-0.4	2	-18
COc1ccc(C(C(=O)NCc2ccccc2)N(C(=O)c2snc(C(N)=O)c2N)c2ccccc2OC)cc1OC (centres undefined)	5	0	-4	24	2	-0.8	-0.8	-1	3
O=C(CN1CCCCCC1)NCC1CCCO1 (centres undefined)	0	-2	4	6	-1	0.1	-2.3	0	9
CCN(CC)c1ccc(NC(=O)C2CC(=O)N(Cc3ccccc3)C2)cc1 (centres undefined)	2	-1	-16	13	1	-0.5	-0.4	5	3
O=C1/C(=C/c2cccs2)SC(=S)N1C1CCS(=O)(=O)C1 (centres undefined)	7	-3	?	-30	-2	-0.2	-0.6	10	2

Laid out differently: 3 of the compounds above.
COc1cc(NC(=O)c2nc3ccccc3nc2N2CCCCC2)cc(OC)c1OC
  D1 agonist = 5 | D1 potentiator = 6 | RXFP1 antagonist = . | D1 antagonist = 6 | D2 antag = . | TRHR agonist = -0.6 | D2 agonist = -1.7 | TRHR enhancer = 8 | D2 PAM = -1

COC(=O)c1ccc(NC(=O)COc2ccccc2OC)cc1
  D1 agonist = 7 | D1 potentiator = 0 | RXFP1 antagonist = 6 | D1 antagonist = 4 | D2 antag = -3 | TRHR agonist = 0.1 | D2 agonist = 0.0 | TRHR enhancer = 3 | D2 PAM = 0

COc1ccc(NC(=O)C23CC4CC(C2)CC(c2ccccc2)(C4)C3)c(OC)c1
  D1 agonist = 5 | D1 potentiator = 15 | RXFP1 antagonist = -1 | D1 antagonist = 5 | D2 antag = 1 | TRHR agonist = -0.3 | D2 agonist = 0.2 | TRHR enhancer = -7 | D2 PAM = 8

Other records follow:
canonical_smiles	D1 agonist	D1 potentiator	RXFP1 antagonist	D1 antagonist	D2 antag	TRHR agonist	D2 agonist	TRHR enhancer	D2 PAM
Cc1ccc(S(=O)(=O)CCC(=O)OCC(=O)NC(C)c2ccccc2)cc1 (centres undefined)	0	2	-3	12	15	-0.9	-0.1	-11	-4
CCOc1ccccc1NC(=O)CSc1nnc(-c2ccco2)o1	3	0	-5	-1	14	-0.6	-0.1	0	6
Cc1cc(-c2n[nH]c(=S)n2/N=C/c2c[nH]c3ccccc23)n[nH]1	3	6	-5	1	.	0.4	.	9	.
COc1ccc(-n2ncc(C(=O)Nc3ccc(C)cc3Cl)c2C2CCN(C(=O)OC(C)(C)C)CC2)cc1	2	4	-37	3	.	0.3	1.0	7	6
CCCc1cc(-c2n[nH]c(=S)n2CC)c2ccccc2n1	3	-1	12	18	7	0.6	0.4	4	1
O=C(O)CSc1nnc(-c2cccnc2)n1Cc1ccccc1	4	-5	10	-20	1	1.1	0.1	5	5
CCC(=O)NCCNc1nc2cc(C)c(C)cc2cc1C#N	0	-1	-14	0	-6	0.4	-1.9	4	-3
COc1cccc(C(=O)NNC2OC(CO)C(O)C2O)c1 (centres undefined)	3	-5	-5	19	.	1.5	.	-3	-3
COc1cc2nc(SCC(N)=O)n(CCC3=CCCCC3)c(=O)c2cc1OC	2	-5	12	16	10	-0.6	-0.9	-1	0
CCN(Cc1ccncc1)C(=O)c1cc(COc2ccc(C)c(C)c2)on1	14	-12	-4	-23	-9	-1.1	0.0	1	8
CCN(CC)CCOC(=O)c1ccc(NC(=O)Cn2ncc3c([nH]c4ccc(C)cc43)c2=O)cc1	1	1	2	-12	.	0.4	.	6	4
COC(=O)COc1ccccc1/C=C1/NC(=O)NC1=O	1	-3	-1	2	8	0.2	-0.1	-3	1
O=C(Nc1sc2c(c1C(=O)NCC1CCCO1)CCC2)c1cc(=O)c2cc(Cl)ccc2o1 (centres undefined)	0	2	0	-10	.	-0.1	-0.7	12	-6
Cc1c(N(C)S(=O)(=O)c2cccc(C(=O)NCC3CCCO3)c2)c(=O)n(-c2ccccc2)n1C (centres undefined)	0	-2	-6	10	-4	-0.3	-0.1	16	-6
C=CCSC1=NC(=O)/C(=C/c2cccs2)S1	0	-5	-12	9	5	0.3	2.4	-3	1
COCC(C)NS(=O)(=O)c1ccc(NC(=O)c2ccccn2)cc1 (centres undefined)	8	-11	10	-4	-5	0.9	-0.5	-5	0
CCN(CC)C(=O)Cn1c(=O)n(-c2ccc(OC)cc2OC)c(=O)c2c(C)c(C(=O)N(CC)CC)sc21	1	-4	-4	0	.	-0.3	0.1	-8	0
O=c1c2cc3c(cc2nc2sc(Nc4cccc([N+](=O)[O-])c4)nn12)OCO3	2	-4	-10	26	.	1.1	.	-3	10
COc1cccc(/C=N/NC(=O)c2ccc3nc[nH]c3c2)c1	3	-3	-2	-2	5	0.9	0.2	3	3
CCOc1ccc(-c2cnc(NCc3cccc4ccccc34)n2CCOC)cc1	18	-6	-11	-58*	5	0.5	0.6	-3	-19
Cc1cc(C)nc(NC(=O)c2c(C(=O)O)noc2C)n1	1	-5	-4	23	.	0.8	.	-1	.
CCNc1cc(O)ccc1C	1	6	.	.	-18	1.0	14	2	10
CCOc1ccc(N2C(=O)CC(Cc3ccccc3OC)C2=O)cc1 (centres undefined)	2	-2	5	-17	-14	-0.8	-0.2	-3	-4
CNC(=O)CSc1nc(SC)ns1	6	0	-17	-8	-7	0.2	-0.4	-4	12
O=C(COc1ccc(Cl)cc1)Nc1ccc(Cc2ccncc2)cc1	6	-3	8	-19	-16	-0.7	-0.5	-2	6
Cc1ccc(SCCNC(=S)Nc2ccc(C)cc2C)cc1	0	3	0	-21	2	0.0	27	4	-15
COc1ccc(CNC(=O)CCC(=O)c2ccc(C)cc2)cc1OC	-1	1	-12	5	-16	-0.3	-0.7	5	-10
O=C(CN1CCN(Cc2ccc(Cl)cc2)CC1)N1CCc2ccccc21	0	-2	-9	10	.	-0.5	.	1	.
CCc1nc(CNC(=O)C2CCC(=O)N(CCc3cccc(F)c3)C2)no1 (centres undefined)	7	-1	1	-15	-12	-0.5	0.0	2	-5
Cc1c(NC(=O)C23CC4CC(CC(C4)C2)C3)c(=O)n(-c2ccccc2)n1C	2	-2	8	-21	2	1.2	0.4	-1	-3
O=C(CSc1n[nH]c(-c2ccccc2Cl)n1)NCCc1ccccc1	0	1	-25	4	.	-0.2	-0.1	0	-4
Cc1cc(=O)[nH]c(SCc2cccc(F)c2)n1	10	-3	-7	0	3	-0.4	0.3	-2	-1

Individual results from the results shown.
`CCOc1cccc(N(C(=O)c2ccco2)C(C(=O)NC2CCCC2)c2cccnc2)c1` (centres undefined) in RXFP1 antagonist reads 2
`COCC(C)NS(=O)(=O)c1ccc(NC(=O)c2ccccn2)cc1` (centres undefined) in D1 potentiator reads -11
`CCN(Cc1ccncc1)C(=O)c1cc(COc2ccc(C)c(C)c2)on1` in D2 agonist reads 0.0
